# TNAP activation fold: human TNAP enzyme activators, primary screen, biochemical, luminescent, no phosphate acceptor, uHTS (AID 1001) | Alkaline phosphatase, tissue-nonspecific isozyme (Homo sapiens) | purified TNAP, luminescent activation assay, no phosphate acceptor; higher activation fold means a stronger effect | activation fold at 20 µM; hits with a dose series show EC50 in µM | 0.03% of 200,000 active; in the data active = activation fold from about 3, or a potency from the dose series; inactive = the rest, 99 in 100 with activation fold below about 1.6; also: many of its hits are not listed in these tables
# T cell modulator: modulators of CD8 T cell-vesicle binding, primary screen, mouse 2C CD8+ T cells, flow cytometry. 2C CD8+ T cell-vesicle binding; stronger effect = lower value. calls only at 7 µM. 0.068% of 330,000 active;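 active = response, share of CD8 T cells binding vesicles, and their 90th percentile fluorescence all below set limits, cut at about 80% in these data, passing the limit was not always enough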
#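 Test system: purified 2C TCR transgenic mouse naive CD8+ T cells. Probe or stimulus: QL9-peptide-loaded Drosophila micro-vesicles bearing Ld, ICAM-1 and B7-1. Incubation: binding step 1.5 h, 37 °C, antibody labelling 20 min, ice. Measured by: flow cytometry of vesicle-bound cells.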
# Ins promoter up: insulin promoter activators in MIN6 cells, imaging, high-content screening, mouse beta cells. MIN6 insulin promoter-GFP reporter; stronger effect = higher value. z-score at 5 µM. 0.3% of 190,000 active. AID 1625, 2009;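 active = z-score above 3 at 5 µM with at least 500 cells counted in the well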
# Autophagy HCS: autophagy modulators in MEF cells, primary screen, imaging, high-content, MEF GFP-LC3; MEF GFP-LC3 puncta imaging; test concentration mostly 10 µM; calls only at 10 µM (by protocol); 0.98% of 190,000 active;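 active = percentage of spot-positive cells more than 3 SD above its plate mean, without a fluorescence outlier flag or 80% toxicity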;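 also: spot-positive cell cutoff set from DMSO-treated cells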
# Hep lipid drop: inhibitors of hepatocyte lipid droplet formation, primary screen, imaging, high-throughput imaging, BODIPY stain | AML12 mouse hepatocytes, oleate lipid droplets | inhibition, % at 6.5 µM | 0.4% of 240,000 active | AID 1656, 2009;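 active = lipid droplet intensity inhibited by at least 50%, with more than 500 cells counted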
#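 Assay system: AML12 mouse liver cells | Compound: 6.5 µM single-point dosing | Schedule: Overnight exposure | Technique: Fluorescence imaging, 20x objective, two fields per well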
# PMI inhibitors: inhibitors of human PMI, primary screen, biochemical, fluorescence intensity, coupled assay (AID 1209). Mannose-6-phosphate isomerase (Homo sapiens). purified PMI enzyme, coupled fluorescence intensity; higher % means a stronger effect. inhibition, % at 20 µM, or IC50 in µM where a hit was titrated. 0.42% of 190,000 active;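 also: plate controls were DMSO vehicle for no effect and wells lacking substrate for full effect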
# MT stabilizer: microtubule stabilizers in HeLa cells, primary screen, imaging, high-content imaging; HeLa tubulin immunostaining HCS, 24 h; share of cells brighter than vehicle mean+2SD; % tubulin-high responders, % at 10 µM; 0.83% of 200,000 active;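 active = plate Z-score above 3 for both tubulin-high and condensed-nucleus cell shares, with cell loss under 80%, at 10 µM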;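 also: anti alpha tubulin signal scored within the nucleus-defined area of each cell; some results filed as inactive read as strong as hits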
# human PMI inhibitors: human PMI inhibitors, high substrate, primary screen, biochemical, fluorescence intensity, high mannose 6-phosphate (AID 1220); 0.66% of 190,000 active; inhibition, % at 20 µM, or IC50 in µM where a hit was titrated; recombinant PMI enzyme, coupled fluorescence intensity; higher % means a stronger effect; Mannose-6-phosphate isomerase (Homo sapiens)
# bCat nuc transl: modulators of beta-catenin nuclear translocation, primary screen, imaging, HeLa cells, immunofluorescence, high-content. nuclear translocation activity, % at 5 µM. 0.3% of 190,000 active. AID 1665, 2009;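 active = nuclear translocation activity above 50% at 5 µM, with a well cell count of 50 or more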;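 also: per-cell ratio of nuclear to cytoplasmic median beta-catenin stain intensity; plate controls were DMSO negative control for no effect and GSK-3 inhibitor IX positive control for full effect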
#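 System: HeLa cells, endogenous beta-catenin; compound dosing: 5 µM primary single dose, 0.1% DMSO, 0.02–20 µM confirmation series; incubation: 24 h compound exposure at 37°C, 5% CO2; signal: beta-catenin immunofluorescence imaging with DAPI; evaluation: % activation, nuclear-to-cytoplasmic median beta-catenin signal ratio per cell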
# Ins promoter up cell count: further read-out of Ins promoter up, marked with its call; cell count; measured here: cytotoxicity, nuclei count;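 total cells summed across four imaged fields per well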
# Hep lipid drop cells 6.5 µM: recorded beside Hep lipid drop, whose call it bears; cell count; measured here: cell count, cytotoxicity flag;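 cells counted across two imaged fields per well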
# bCat nuc transl cell count 5 µM: second read-out of bCat nuc transl, no call of its own (marks repeat the call); cell count; measured here: cell count, cytotoxicity flag
# T cell modulator vesicle-bound %: also measured in T cell modulator; calls as there; double positive events, %; measured here: CD8+ vesicle-bound cell fraction;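 binding gate set so that unloaded-vesicle control wells show 10% double positive cells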
# MT stabilizer Hoechst-high %: further read-out of MT stabilizer, marked with its call; % Hoechst-high responders; measured here: nuclear condensation Hoechst responders;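 share of cells brighter than vehicle mean plus two SD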
# MT stabilizer cytotoxicity %: further read-out of MT stabilizer, marked with its call; toxicity, %; measured here: cytotoxicity by cell density;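 0% = mean cell density of plate MIN control wells and 100% = no cells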
# Autophagy HCS cell loss 18 h: also measured in Autophagy HCS; calls as there; toxicity, %; measured here: cell loss, nuclei count;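 cell loss after 18 h compound exposure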
# * hit, by the source's call; i = inactive; / = no result given. Rule as the data show it, unless noted: active = inhibition above about 50%; inactive = the rest.
SMILES,TNAP activation fold,T cell modulator,T cell modulator vesicle-bound %,Ins promoter up,Ins promoter up cell count,Autophagy HCS,Autophagy HCS cell loss 18 h,Hep lipid drop,Hep lipid drop cells 6.5 µM,PMI inhibitors,MT stabilizer,MT stabilizer Hoechst-high %,MT stabilizer cytotoxicity %,human PMI inhibitors,bCat nuc transl,bCat nuc transl cell count 5 µM
CC(C)Cc1ccc(C(C)C(=N)N)cc1 (stereo not given),/,i,11,-0.1,1147,/,/,-21,737,/,/,/,/,/,1.1,1311
COc1ccc(S(=O)(=O)N2CCOCC2)cc1NC(=O)COC(=O)C1COc2ccccc2O1 (stereo not given),1.2,i,0,0.31,1460,i,-9,-6,315,10%,1.9,2.4,6.2,30%,0.1,981
Cc1ccc(NC(=O)C2CC(c3ccc(F)cc3)=NO2)cc1 (stereo not given),1.1,i,11,1.3,1318,i,3,/,/,9%,2.9,1.7,5.7,10%,-1.3,921
CC(C)c1nc(NCC2CCCO2)c(C#N)c2c1COC(C)(C)C2 (stereo not given),1.1,i,59,-0.61,1340,i,1,-3,846,9%,1.9,1.8,5.3,5%,-0.6,1137
Cn1cccc1C(=O)C(=O)Nc1ccccc1C(F)(F)F,1.2,i,55,0.81,1128,i,4,19,723,12%,2.1,3.1,6.1,6%,-0.4,1070
C/C(CC(=O)Nc1ccc2ccccc2c1)=N\NC(=O)c1cnccn1,1.3,i,20,0.41,1509,i,3,4,480,2%,4.0,2.5,3.9,-14%,-1.4,1062
CN(C)S(=O)(=O)c1ccc(Cl)c(C(=O)OCC(=O)NC(=O)c2cccn2C)c1,1.1,i,42,/,/,i,-11,-5,621,4%,1.1,3.9,8.4,0%,1.0,935
Cc1ccc(-c2csc(NC(=S)NC(=O)c3ccco3)n2)cc1,0.9,i,44,0.03,1404,i,-51,-2,759,-6%,4.4,4.2,2.8,-8%,1.1,596
CCCCOc1ccc(NC(=S)Nc2cc(C)nc(SCCCC)n2)cc1,1.2,i,45,-0.19,1479,i,7,-6,644,-2%,3.7,4.1,9.2,-1%,-0.9,1157
COc1ccc(/C(=C\Nc2ccc(C)c(C)c2)C(C)=O)cc1OC,1,i,58,0.13,1205,i,17,-1,700,22%,2.1,1.9,0.2,56%*,0.8,1042
CN1CCN(c2ncnc3c2c(-c2ccccc2)cn3-c2ccc(F)cc2)CC1,1,i,21,-1.6,1253,i,13,1,697,2%,2.6,1.9,8.3,-3%,-1.3,1103
COc1cc2c(cc1NC(=S)Nc1cccc(C)c1)oc1ccccc12,1.1,i,13,-0.39,900,i,-4,-24,723,10%,1.6,1.7,6.4,8%,0.5,1214
CCCCNC(=S)N1CCN(c2ccc(C(C)=O)cc2)CC1,/,i,27,-0.24,1125,/,/,-6,713,/,/,/,/,/,2.6,1257
O=C(COc1ccc(Cl)cc1Cl)NN1C(=O)C2C3C=CC([C@@H]2C1=O)C31CC1 (stereo not given in full),/,i,51,-0.33,959,/,/,10,710,/,/,/,/,/,-0.4,1330
CCOC(=O)C1=C(C)NC(C)=C(C(=O)OCC)C1c1cccc(C)n1,/,i,6,-0.55,1432,/,/,-2,727,/,/,/,/,/,-3.2,1114
N#Cc1cc(C#N)c(N2CCN(c3ccccn3)CC2)nc1N,1.1,i,9,/,/,i,15,/,/,8%,2.9,1.5,8.8,-3%,/,/
Cc1ccc2nc(SCCCCOc3ccccc3)[nH]c2c1,1.3,i,26,-0.17,1695,i,18,/,/,20%,0.4,0.7,9.0,12%,1.9,1434
CCOC(=O)Cc1[nH]nc2c1C(c1cc(OC)ccc1OC)C(C#N)=C(N)O2 (stereo not given),0.9,i,22,0.36,1169,i,11,/,/,-9%,3.8,1.6,3.9,-5%,-4.3,963
COc1ccc(Cn2c(SCC#N)nc3ccc(N4CCOCC4)cc3c2=O)cc1,1,i,30,-0.68,1180,i,24,2,785,-6%,3.0,0.8,2.1,38%,0.9,1101
COc1ccc(C(=O)NCCNc2ccccc2[N+](=O)[O-])cc1,0.9,i,7,0.1,1371,i,3,-2,724,5%,2.2,3.0,6.3,6%,-0.2,1444
COc1ccc(OC)c(-n2c(=S)[nH]c3cc(C(=O)N(C)Cc4ccccc4)ccc3c2=O)c1,1,i,28,-0.82,1288,i,-6,-4,672,9%,3.1,3.1,8.4,6%,-2.0,1180
Cc1cc(NC(=O)CCSc2ccccc2)ccc1Br,1.2,i,42,-0.22,1206,i,-5,16,687,17%,5.2,1.9,9.9,7%,0.0,962
O=C(COC(=O)c1c[nH]c(=O)[nH]c1=O)Nc1ccccc1F,1.1,i,32,/,/,i,2,-1,611,-12%,3.3,3.9,6.5,1%,-3.6,1067
Cn1nnnc1Sc1c(Cl)cccc1[N+](=O)[O-],1,i,66,-0.1,1310,i,-2,-8,665,-8%,4.9,1.5,6.0,-9%,-2.3,538
Cc1ccc(S(=O)(=O)c2cnc(-c3ccccc3)nc2N2CCCCC2)cc1,1,i,27,0,1323,i,37,7,710,18%,1.3,1.0,2.7,14%,0.2,1431

# More records
SMILES,TNAP activation fold,T cell modulator,T cell modulator vesicle-bound %,Ins promoter up,Ins promoter up cell count,Autophagy HCS,Autophagy HCS cell loss 18 h,Hep lipid drop,Hep lipid drop cells 6.5 µM,PMI inhibitors,MT stabilizer,MT stabilizer Hoechst-high %,MT stabilizer cytotoxicity %,human PMI inhibitors,bCat nuc transl,bCat nuc transl cell count 5 µM
C=CCn1c(SCC(=O)Nc2sc3c(c2C#N)CCC3)nnc1C1COc2ccccc2O1 (stereo not given),1.1,i,5,/,/,i,8,20,821,4%,1.5,1.2,2.5,7%,/,/
CCOC(=O)Cc1c[nH]c(=S)[nH]c1=O,/,i,50,-0.22,1057,/,/,-2,852,/,/,/,/,/,-0.1,1207
Cc1cccc(C(=O)NCc2nnc3c4ccccc4c(-c4ccccc4)nn23)c1,1.1,i,56,-0.09,1488,i,8,-9,588,6%,4.1,3.0,11,-2%,2.0,1108
CCN(CC)C(=O)CSc1nnc2cc(C)c3ccccc3n12,1,i,37,-0.43,1122,i,8,2,772,-16%,3.5,1.5,5.3,-10%,-1.0,1039
N#C/C(=C\c1ccc(Sc2nc3ccccc3[nH]2)o1)c1ccccc1,1.2,i,47,-0.02,708,i,4,/,/,6%,1.2,1.5,1.0,4%,/,/
CCC(C)N=Cc1c(Nc2ccccc2)nc2c(C)cccn2c1=O (stereo not given),/,i,17,-0.28,940,/,/,12,651,/,/,/,/,/,0.0,1300
CCOC(=O)N1CCN(C(=O)c2cccc(F)c2)CC1,1.1,i,64,0.42,1258,i,14,2,652,-1%,4.2,1.6,8.0,-4%,-0.4,1443
CCOc1cc(/C=C/C(=O)O)ccc1OCc1ccccc1,1,i,46,0.82,1214,i,23,3,735,-10%,2.9,2.3,17,-13%,0.0,1120
CC(=O)NC1C(=O)N=C(SC(C)C(=O)Nc2cccc(Cl)c2)NC1=O (stereo not given),1.1,i,54,-0.4,1575,i,12,20,742,-4%,6.6,2.6,3.8,-5%,-2.0,1041
CCOC(=O)N1CCN(C(=O)Nc2ccc(Cl)cc2Cl)CC1,1,i,44,-0.73,1344,i,-8,2,687,1%,2.6,1.7,6.1,2%,/,/
CCOC(=O)c1ccc(NC(=O)[C@@H](NC(N)=O)C(C)C)cc1,/,i,28,0.25,1040,/,/,-5,686,/,/,/,/,/,-0.7,1355
Cc1ccccc1C(=O)Nc1nnc(SC(C)C)s1,1.1,i,19,0.22,1268,i,-6,7,683,-8%,2.2,3.4,3.7,-6%,-0.2,1101
CCC(C(=O)NCc1ccccc1OC)n1nc(C)n2c(cc3occc32)c1=O (stereo not given),1,i,25,-0.29,1024,i,-11,-5,782,-17%,1.4,1.4,8.8,-10%,/,/
COc1ccc(OCC(O)CNC(=O)c2ccc(Br)cc2)cc1 (stereo not given),1,i,45,-0.08,1014,i,-14,-2,763,6%,2.7,1.9,5.3,-1%,-1.2,1032
CCCCN(C)CCNC(=O)c1ccc(Cn2c(=S)[nH]c3ccc(Br)cc3c2=O)cc1,1,i,38,/,/,i,32,-26,752,-56%,2.2,1.7,7.8,-72%,2.0,568
CC(=O)N1CCN(c2ccc([N+](=O)[O-])c(NCc3cccnc3)c2)CC1,0.9,i,39,-1,1584,i,7,-5,681,0%,5.2,2.8,6.6,20%,4.6,1067
CSc1ccccc1N=CC1=C(O)CC(C)(C)CC1=O,1,i,42,0.42,1233,i,-4,-6,751,-16%,3.5,1.3,0.6,-21%,3.2,1206
O=C(N/N=C/c1ccc(-c2ccccc2[N+](=O)[O-])o1)c1cccnc1,0.9,i,32,0.69,1936,i,-21,-12,647,/,2.2,1.8,4.0,40%,-4.9,1073
O=S(=O)(c1ccc2ccccc2c1)N1CCN(C(=S)Nc2ccccc2F)CC1,/,i,37,0.08,1513,/,/,10,653,/,/,/,/,/,-2.0,1161

# Some entries already given with just bCat nuc transl, human PMI inhibitors and Ins promoter up:
SMILES	bCat nuc transl	human PMI inhibitors	Ins promoter up
N#C/C(=C\c1ccc(Sc2nc3ccccc3[nH]2)o1)c1ccccc1	/	4%	-0.02
CC(=O)N1CCN(c2ccc([N+](=O)[O-])c(NCc3cccnc3)c2)CC1	4.6	20%	-1
C=CCn1c(SCC(=O)Nc2sc3c(c2C#N)CCC3)nnc1C1COc2ccccc2O1 (stereo not given)	/	7%	/
O=C(N/N=C/c1ccc(-c2ccccc2[N+](=O)[O-])o1)c1cccnc1	-4.9	40%	0.69
CCCCN(C)CCNC(=O)c1ccc(Cn2c(=S)[nH]c3ccc(Br)cc3c2=O)cc1	2.0	-72%	/
